# Screening data deposited in PubChem BioAssay by several laboratories.
# Dynein transport: inhibitors of GR-EGFP nuclear translocation, primary screen, dynein cargo transport inhibitor project, imaging, high-content, 3617.4 mouse cells | test concentration mostly 20 µM; stimulated with dexamethasone, 1 µM; active compounds read low | z-score, hits read low | 220,000 compounds, 0.47% hits;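 active = plate z-score of nuclear minus cytoplasmic receptor signal below a set negative limit, without overly bright fluorescence or cell loss, cut at about -3.5 in these data, passing the limit was not always enough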;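 also: z-score of nuclear minus cytoplasmic ring GR-EGFP intensity difference per well; some compounds called inactive have numbers as strong as hits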
#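 medium = tetracycline-free induction medium containing charcoal-stripped FBS | probe or stimulus = dexamethasone, 1.0 µM final | timing = 48 h induction, then 1 h compound, then 30 min agonist, 37 °C | detection = automated 10x imaging of fixed Hoechst-stained cells | read-out basis = nuclear versus cytoplasmic GR-EGFP signal, averaged per well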
# P. falciparum M17LAP: P. falciparum M17LAP inhibitors, primary screen, biochemical, fluorogenic H-Leu-NHMec substrate, 1536-well (AID 1619) | 220,000 compounds, 0.38% hits | recombinant M17LAP, H-Leu-NHMec fluorogenic kinetic assay; higher % means a stronger effect | Leucine aminopeptidase (Plasmodium falciparum (isolate 3D7)) | one-dose inhibition, % at 30 µM; IC50 in µM for titrated hits;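 active = compound inhibiting the enzyme by more than half at any dose during confirmatory dose-response retesting; inconclusive = strong single-dose inhibitors picked by rank but not retested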;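 also: plate controls were full reaction with DMSO carrier for no effect and no enzyme background for full effect; strong numbers were not always called active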
# Yfh1-depleted yeast: enhancers of respiration in Yfh1-depleted yeast, dose response, Friedreich's ataxia, plus single-dose screen (AID 1465) | S. cerevisiae Yfh1-off respiration, WST-1 reduction, 72 h; higher fold induction means a stronger effect | one-dose fold induction at 50 µM; EC50 in µM for titrated hits | 220,000 compounds, 0.074% hits;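 active = fold induction of absorbance versus untreated yeast above a set limit, then at least 30% activation at any dose in follow-up; inconclusive = repeats straddling the limit, or above it without dose testing; inactive = fold induction below the set limit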;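 also: activators that raise dye reduction in frataxin-depleted yeast; strong numbers were not always called active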
# NOD2 inhibition: NOD2 signaling inhibitors, cell-based, luminescence, uHTS, HEK293 (AID 1566); HEK293 NOD2/NF-kB luciferase reporter, luminescence; higher % means a stronger effect; one-dose inhibition, % at 4 µM; EC50 in µM for titrated hits; 290,000 compounds, 0.63% hits; in the data active = inhibition above about 50%; also: many of its hits are not listed in these tables
# bCat nuc transl: modulators of beta-catenin nuclear translocation, primary screen, imaging, HeLa cells, immunofluorescence, high-content. nuclear translocation activity, % at 5 µM. 190,000 compounds, 0.3% hits. AID 1665, 2009;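 active = nuclear translocation activity above 50% at 5 µM, with a well cell count of 50 or more; inconclusive = wells under 50 cells across six images, flagged as toxic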;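 also: per-cell ratio of nuclear to cytoplasmic median beta-catenin stain intensity; plate controls were DMSO negative control for no effect and GSK-3 inhibitor IX positive control for full effect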
#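 Signal – beta-catenin immunofluorescence imaging with DAPI · Test system – human HeLa cell line · Dosing – 5 µM primary single dose, 0.1% DMSO, 0.02–20 µM confirmation series · Measure – % activation, nuclear-to-cytoplasmic median beta-catenin signal ratio per cell · Incubation – 24 h compound exposure at 37°C, 5% CO2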
# Insulin prom up: insulin promoter activators in MIN6 cells, imaging, high-content screening, mouse beta cells | MIN6 insulin promoter-GFP reporter; active compounds read high | z-score at 5 µM | 190,000 compounds, 0.3% hits;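 active = z-score above 3 at 5 µM with at least 500 cells counted in the well; inconclusive = wells under 500 cells, flagged as cytotoxic or low count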
# Autophagy mod: autophagy modulators in MEF cells, primary screen, imaging, high-content, MEF GFP-LC3. MEF GFP-LC3 puncta imaging; test concentration mostly 10 µM. calls only at 10 µM (by protocol). 190,000 compounds, 0.98% hits. AID 463193, 2010;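 active = percentage of spot-positive cells more than 3 SD above its plate mean, without a fluorescence outlier flag or 80% toxicity; inconclusive = no clear call, values can overlap the other calls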;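 also: spot-positive cell cutoff set from DMSO-treated cells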
# MT stabilizer: microtubule stabilizers in HeLa cells, primary screen, imaging, high-content imaging; HeLa tubulin immunostaining HCS, 24 h; share of cells brighter than vehicle mean+2SD; % tubulin-high responders, % at 10 µM; 200,000 compounds, 0.83% hits; AID 2205, 2009;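 active = plate Z-score above 3 for both tubulin-high and condensed-nucleus cell shares, with cell loss under 80%, at 10 µM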;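 also: anti alpha tubulin signal scored within the nucleus-defined area of each cell; some results filed as inactive read as strong as hits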
# NOD1 NF-kB reporter: NOD1 signaling inhibitors, primary screen, cell-based, luminescence, uHTS (AID 1578); NOD1-driven NF-kB luciferase reporter cells, luminescence; higher % means a stronger effect; one-dose inhibition, % at 4 µM; EC50 in µM for titrated hits; 290,000 compounds, 1% hits; in the data active = inhibition mostly above about 36%, no sharp cut-off; inactive = mostly below about 34%;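 also: HEK-293T reporter cells stimulated with the NOD1 agonist gamma-tri-DAP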
# Dynein transport cytoplasmic EGFP: second read-out of Dynein transport, no call of its own (marks repeat the call); z-score; measured here: cytoplasmic GR-EGFP intensity; active compounds read high
# Dynein transport nuclear GR-EGFP: recorded beside Dynein transport, whose call it bears; z-score; measured here: nuclear GR-EGFP intensity;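 lower value marks the stronger effect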
# Dynein transport cell count: recorded beside Dynein transport, whose call it bears; z-score; measured here: cell count per field
# Insulin prom up cell count: recorded beside Insulin prom up, whose call it bears; cell count; measured here: cytotoxicity, nuclei count;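 total cells summed across four imaged fields per well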
# bCat nuc transl cell count 5 µM: also measured in bCat nuc transl; calls as there; cell count; measured here: cell count, cytotoxicity flag
# MT stabilizer Hoechst-high %: recorded beside MT stabilizer, whose call it bears; % Hoechst-high responders; measured here: nuclear condensation Hoechst responders;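 share of cells brighter than vehicle mean plus two SD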
# MT stabilizer cytotoxicity %: further read-out of MT stabilizer, marked with its call; toxicity, %; measured here: cytotoxicity by cell density;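 0% = mean cell density of plate MIN control wells and 100% = no cells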
# Autophagy mod cell loss 18 h: further read-out of Autophagy mod, marked with its call; toxicity, %; measured here: cell loss, nuclei count;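 cell loss after 18 h compound exposure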
# Starred values were filed as active, the others as inactive; i = inactive; ? = inconclusive; · = no result given. The list is partial, so the mix of outcomes need not match the whole.
SMILES,Dynein transport,Dynein transport cytoplasmic EGFP,Dynein transport nuclear GR-EGFP,Dynein transport cell count,P. falciparum M17LAP,Yfh1-depleted yeast,NOD2 inhibition,bCat nuc transl,bCat nuc transl cell count 5 µM,Insulin prom up,Insulin prom up cell count,Autophagy mod,Autophagy mod cell loss 18 h,MT stabilizer,MT stabilizer Hoechst-high %,MT stabilizer cytotoxicity %,NOD1 NF-kB reporter
CCOC(=O)c1c(NC(=O)c2nc3n(n2)C(C(F)F)CC(C)N3)sc2c1CCCC2 (stereo not given),1.6,-0.4,1.2,-0.37,-9%,i,25%,-4.5,989,0.18,1281,i,-38,3.9,3.1,15,10%
CCOCC(=O)Nc1nc2ccc(OCC)cc2s1,-2.3,-0.22,-0.78,0.57,6%,i,-100%,·,·,1.1,1185,i,1,2.0,1.4,6.1,23%
Cc1cc(C)c(C#N)c(SCC(=O)N2CCCCC2)n1,-0.55,-0.27,-0.063,-0.28,10%,i,3%,-0.9,1043,-0.35,1842,i,3,1.7,2.3,6.9,-6%
O=C(NCCCN1CCOCC1)C1CCC(=O)N1C1CCCCC1 (stereo not given),-0.44,-0.25,-0.17,0.44,-3%,i,12%,·,·,0.01,972,i,-5,1.8,1.1,2.4,-5%
COc1ccc(NC(=S)NCCc2ccc(Cl)cc2)c(OC)c1,0.85,-0.15,0.38,0.46,-1%,i,11%,-3.5,896,0.58,1221,i,3,3.8,1.6,1.5,-14%
Cc1ccccc1Cc1c(C)nc2ncnn2c1C,4.7,-0.024,5,-2.8,1%,i,2%,-4.6,979,-0.94,1440,i,20,5.9,1.7,10,14%
CC(C)C(C(=O)N1CCOCC1)N1C(=O)c2ccccc2C1=O (stereo not given),0.27,-0.22,0.64,-0.2,4%,i,-4%,-0.6,1015,0.92,838,i,42,5.4,3.3,14,8%
C=CCSc1nc2c(c(=O)[nH]c(=O)n2C)n1C/C=C(/C)Cl,-0.36,-0.2,-0.031,0.12,4%,i,1%,-0.8,1137,-0.29,1117,i,-21,7.1,2.4,7.6,18%
CC/C(=N\NC(=O)c1c[nH]c2ccccc12)c1cccs1,-0.11,-0.26,-0.059,-0.65,-5%,i,-64%,·,·,-0.31,1146,i,1,1.6,4.9,9.3,20%
CCOC(=O)CC1=NN(c2ccccc2)C(=O)/C1=C\c1ccc(OC)cc1OC,-0.38,-0.08,-0.24,1.9,-14%,i,-12%,0.5,1188,·,·,i,1,2.5,1.7,2.6,9%
Cc1ccc(Oc2nc(-c3cccnc3)nc3ccccc23)c([N+](=O)[O-])n1,1.4,-0.23,0.89,0.21,-13%,i,24%,-3.2,1126,-0.86,1130,i,-13,4.0,3.6,12,-16%
N=c1c[n+](-c2ccc(Cl)cc2)[n-]o1,1.4,-0.054,1.1,-0.92,12%,i,-4%,-0.1,1355,1.4,1388,·,·,1.9,1.9,3.5,-27%
COc1ccc2c(COC(=O)CNC(=O)C34CC5CC(CC(C5)C3)C4)cc(=O)oc2c1,-0.27,-0.25,-0.028,0.87,-8%,i,25%,0.8,962,-0.61,1402,i,0,1.9,2.2,10,2%
O=C(Nc1cc(C(F)(F)F)ccc1F)C1CCCCC1,-0.87,-0.061,-0.15,0.78,-4%,i,10%,-3.4,1203,0.74,910,i,1,2.5,1.8,8.0,1%
COc1ccc2c(c1OC)C(=O)OC2Nc1nc(-c2cc3cc([N+](=O)[O-])ccc3oc2=O)cs1 (stereo not given),0.24,-0.12,0.055,-0.25,42%,i,-12%,-0.2,1117,-0.42,1442,i,1,6.1,2.5,1.4,-32%
CCOc1ccc(CNC(=O)c2ccc(Sc3ccc(C)cc3)c(NC(C)=O)c2)cc1,2.1,-0.25,0.72,-1.2,-6%,i,12%,-3.0,505,0.09,1215,i,0,3.3,3.9,11,17%
CCCCNC(=S)NNC(=O)c1c(C)nc2ccccn12,-0.25,-0.31,-0.1,0.53,14%,i,10%,3.5,1048,·,·,i,-3,1.3,1.5,3.8,-35%
CCOc1ccc(S(=O)(=O)N(C)c2ccc(OCC(=O)N3c4ccc(C)cc4C4CN(C)CCC43)cc2)cc1 (stereo not given),3.4,-0.22,2.3,-1,6%,i,14%,1.0,1053,·,·,i,40,2.9,0.8,2.5,-19%
COc1cc(/C=N/NC(=O)c2sc3nc(C)cc(C)c3c2N)ccc1O,-1.2,-0.25,0.11,0.65,10%,i,-178%,0.3,1319,-1.3,937,·,·,·,·,·,5%
O=C(c1cnc2sccn2c1=O)N1CCc2ccccc2C1,0.22,0.066,0.88,-0.31,3%,i,-5%,·,·,1.2,1179,i,0,2.1,2.7,14,7%
OCCCNC(=S)Nc1ccc(Br)cc1Cl,0.35,-0.22,0.031,-0.051,2%,i,13%,1.2,1278,-0.43,1370,·,·,·,·,·,5%
NS(=O)(=O)c1ccc(CCNC(=O)C(=O)NCC2OCCN2C(=O)c2ccc3c(c2)OCO3)cc1 (stereo not given),0.48,-0.28,0.46,0.2,-3%,i,12%,-1.3,1134,0.09,1272,i,4,3.0,2.0,6.6,-16%
COCCCn1c(C)csc1=Nc1cccnc1,0.61,-0.23,0.43,-0.13,2%,i,8%,-0.4,525,-0.65,1348,i,-6,2.5,2.6,11,-4%
COc1cccc(OCC(=O)NNC(=O)c2ccc(-c3ccccc3)cc2)c1,2.3,-0.21,0.064,-1.6,9%,i,2%,·,·,·,·,i,-25,2.1,2.2,8.5,4%
O=S(=O)(NCc1ccco1)c1ccc(Cl)nc1,1.1,-0.23,0.68,-1.5,6%,i,9%,·,·,0.26,1155,i,-4,1.8,2.0,12,-16%
# (more compounds)
SMILES,Dynein transport,Dynein transport cytoplasmic EGFP,Dynein transport nuclear GR-EGFP,Dynein transport cell count,P. falciparum M17LAP,Yfh1-depleted yeast,NOD2 inhibition,bCat nuc transl,bCat nuc transl cell count 5 µM,Insulin prom up,Insulin prom up cell count,Autophagy mod,Autophagy mod cell loss 18 h,MT stabilizer,MT stabilizer Hoechst-high %,MT stabilizer cytotoxicity %,NOD1 NF-kB reporter
Cc1nonc1C1CCCN1C(=O)c1cc(COc2ccc(F)cc2F)on1 (stereo not given),0.2,-0.25,-0.1,0.71,-2%,i,-108%,2.4,950,-1.1,1393,i,28,6.0,2.5,2.8,-53%
COc1ccc(-c2ncncc2-c2ccc(Cl)cc2)c(O)c1,-0.35,-0.29,-0.58,1,1%,i,24%,-5.3,1186,-0.33,1495,·,·,·,·,·,29%
COc1cc(N=Nc2c(C)n(C)n(-c3ccccc3)c2=O)ccc1N,1.9,0.0073,1.1,-1,60%,?,11%,-1.2,1013,-0.38,1163,i,3,3.4,2.1,0.0,-14%
COc1cc(/C=C2\C(=O)N(C)C(=S)N2C)ccc1O,-0.12,-0.25,-0.37,0.016,5%,i,-6%,-3.0,526,0.29,1177,i,8,3.9,3.9,3.9,-26%
COc1nc(NCCN2CCOCC2)nc(Nc2ccc([N+](=O)[O-])cc2)n1,1.1,-0.098,0.44,-0.27,2%,i,12%,-3.4,1168,-0.37,780,i,-39,2.6,2.1,5.4,-18%
N#Cc1nc(-c2ccco2)oc1N1CCN(c2ccccc2)CC1,-0.31,-0.33,-0.016,0.21,-9%,i,7%,-2.1,1548,1,1558,i,15,2.1,3.6,8.8,-20%
Cc1sc(NC(=O)CSc2nnc3scc(-c4ccccc4)n23)c(C#N)c1C,-0.39,-0.2,-0.03,0.42,-7%,i,-6%,0.0,1107,-1.3,1012,i,-6,1.8,1.7,8.6,-1%
Fc1ccccc1COc1ccc2ccccc2c1CNc1nn[nH]n1,0.23,-0.22,0.0033,1.2,12%,i,3%,-4.3,1110,0.36,1450,i,6,18*,39*,53*,-4%
O=C(CN1CCN(c2ncc(C(F)(F)F)cc2Cl)CC1)NCCNc1ncc(C(F)(F)F)cc1Cl,1.6,-0.31,0.42,-0.49,-4%,i,-3%,2.7,1196,0.05,1273,i,-1,2.0,1.3,6.6,-14%
CN(C)S(=O)(=O)c1ccc(Cl)c(NC(=O)CN2CCN(Cc3ccc4c(c3)OCO4)CC2)c1,1.1,-0.28,0.37,-0.33,0%,i,17%,0.0,1278,-1.4,1093,·,·,·,·,·,-12%
Cc1ccc([N+](=O)[O-])cc1N(CC(=O)NCC1CCCO1)S(C)(=O)=O (stereo not given),0.17,-0.21,0.19,0.45,-5%,i,-22%,0.3,956,·,·,i,-3,1.6,2.2,2.7,60%*
O=C(CSc1ncnc2c1oc1ccccc12)c1cccs1,1.5,-0.21,0.63,-0.67,5%,·,-28%,0.3,1422,-1.9,1212,i,8,2.4,1.9,14,·
Cc1ccc(C)c(N2CCN(C(=O)CCCN3C(=S)NC(C)(C)CC3C)CC2)c1 (stereo not given),1.1,-0.23,0.62,-0.72,2%,i,17%,-0.9,1157,·,·,i,7,2.4,3.0,11,-3%
